N370S GC mod: inhibitors or activators of N370S glucocerebrosidase for Gaucher disease; P04062; N370S GC spleen homogenate, 4MU-glucoside fluorescence; Potency, µM (titrated, usually from 59.4 µM), for inactives: at the top dose activity change, negative = inhibition, usual class: inhibitors; 330,000 tested, 0.092% active;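 also: 0% = full enzyme activity and -100% = no enzyme basal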
FEN1 inh: blocks human flap endonuclease 1; P39748; Recombinant FEN1 flap cleavage, fluorescence, 15 min; Potency, µM (series often up to 114 µM), without a hit: top-dose activity change, negative = inhibition, actives largely listed as inhibitors; 390,000 tested, 0.35% active; AID 588795; also: nearly all actives have a fitted effect of over 65% in size
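Read-out was taken twice, immediately and after 15 min, following addition of 50 nM substrate to 10 nM FEN1 that had sat with test compound for 15 min at room temperature. Curves came from a four-parameter Hill model.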
KAT2A inh: inhibitors of human GCN5L2 histone acetyltransferase; Q92830; GCN5L2 HAT assay, ThioGlo1 CoA-SH fluorescence; Potency, µM (titrated, usually from 58.9 µM), inactives show at the highest dose activity change, negative = inhibition, hits mostly inhibitors; 390,000 tested, 0.21% active
Target sequence (Q92830 whole entry, looked up): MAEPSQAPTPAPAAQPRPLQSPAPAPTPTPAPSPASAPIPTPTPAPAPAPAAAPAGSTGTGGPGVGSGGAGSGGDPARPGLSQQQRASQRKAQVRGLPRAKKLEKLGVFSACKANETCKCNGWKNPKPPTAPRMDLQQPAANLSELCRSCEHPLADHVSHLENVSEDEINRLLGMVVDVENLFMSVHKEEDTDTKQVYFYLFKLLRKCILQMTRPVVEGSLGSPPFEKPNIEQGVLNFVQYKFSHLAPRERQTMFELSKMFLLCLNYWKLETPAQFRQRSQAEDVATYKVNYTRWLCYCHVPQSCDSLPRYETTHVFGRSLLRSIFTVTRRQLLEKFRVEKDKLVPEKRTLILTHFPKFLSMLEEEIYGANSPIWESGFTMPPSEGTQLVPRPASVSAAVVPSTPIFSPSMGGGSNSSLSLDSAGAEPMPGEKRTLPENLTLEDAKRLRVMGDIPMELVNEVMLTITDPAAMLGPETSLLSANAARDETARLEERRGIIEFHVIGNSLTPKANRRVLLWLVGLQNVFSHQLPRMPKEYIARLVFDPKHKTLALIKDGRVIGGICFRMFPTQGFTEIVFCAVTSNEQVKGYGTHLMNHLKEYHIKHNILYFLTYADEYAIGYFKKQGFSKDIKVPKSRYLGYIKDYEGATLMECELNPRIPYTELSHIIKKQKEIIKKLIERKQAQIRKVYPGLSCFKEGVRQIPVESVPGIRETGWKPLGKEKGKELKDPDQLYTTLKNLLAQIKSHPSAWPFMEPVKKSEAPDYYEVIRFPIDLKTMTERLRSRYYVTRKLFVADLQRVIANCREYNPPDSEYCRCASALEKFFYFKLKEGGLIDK
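Free CoA generated was detected with ThioGlo1 (50uM) fluorescence at Ex340nm/Em540nm, read immediately and after 20 min at room temperature. Enzyme, 20 nM in HEPES pH 7.5 buffer, saw compounds 15 min before adding 75uM H3(1-25) peptide and 70uM acetyl-CoA.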
Starred values were filed as active, the others as inactive; ? = inconclusive; . = no result given; [ ] = another dose, or the depositor's remark. Calls follow the shape of the dose curve; as a rule, active = well fitted curve in the direction sought with a large enough effect; inconclusive = small, poorly fitted or top-dose-only effect, or another doubt; inactive = no such curve, though single readings can be large; an effect the other way counts as inactive or inconclusive. Unless noted, % is scaled to controls: 0 for no effect and ±100 for the full control effect; potency is read from the fitted curve at half-maximal effect.

Each structure is followed by: N370S GC mod | FEN1 inh | KAT2A inh
- C#CCn1c(=NC(=O)c2ccccc2[N+](=O)[O-])sc2cc(S(C)(=O)=O)ccc21
 : -7% | -1% | -6%
- Cc1ccc(CNC(=O)CSc2nc3ccccc3c(=O)n2CCCO)cc1
 : 20% | -19% | -8%
- Cc1ccccc1C(=O)N/N=C/c1ccc([N+](=O)[O-])s1
 : 2% | -7% | -8%
- CC(=O)c1c(C)[nH]c(C(=O)Nc2cccc3ccccc23)c1C
 : 6% | -13% | -1%
- Cc1cc(NC(=O)c2cc(Cl)ccc2Cl)ccc1-c1cc2ccccc2oc1=O
 : . | 1% | -3%
- Cc1ccc(S(=O)(=O)Nc2ccc3[nH]ccc3c2)cc1
 : 1% | -13% | -15%
- CCc1c(C)sc(NC(=O)CSc2nc3c(c(C(F)(F)F)n2)CCc2ccccc2-3)c1C#N
 : 5% | -1% | -1%
- C=CCNC(=O)CCC(=O)NNc1nc2ccccc2c2nc(-c3ccccc3)nn12
 : -10% | 3% | 26%
- CCCCC(=NCCO)C1=C(O)C(C(=O)OC)C(C)(C)CC1=O (stereo not drawn)
 : 0% | -5% | -26%
- CC(C)(C)NC(=O)NC(=O)COC(=O)C1CC(=O)N(Cc2ccccc2)C1 (stereo not drawn)
 : 27% | -2% | 2%
- Cc1cc2c(c(=O)n1Cc1ccc3c(c1)OCO3)C(c1cccnc1)C(C#N)=C(N)O2 (stereo not drawn)
 : -4% | -3% | -1%
- Cc1ccc2[nH]c3c(=O)[nH]ncc3c2c1
 : 5% | 14% | ?
- O=C(CSc1ncnc2nc[nH]c12)Nc1ccc(Br)cc1Cl
 : 7% | 8% | -2%
- Cc1ccc(NC(=O)CN2C(=O)NC3(CCCCC3C)C2=O)cc1S(=O)(=O)N1CCCCC1 (stereo not drawn)
 : -28% | -12% | -18%
- C/C(N)=C(/C#N)C(=O)COC(=O)C1CCC(C(C)(C)C)CC1 (stereo not drawn)
 : -9% | ? | -9%
- Nc1cc(C(=O)OCC(=O)NCCC2=CCCCC2)ccc1Cl
 : . | -3% | -7%
- CCOC(=O)C1=C(C)N(c2nonc2NC(C)=O)C(N)=C(C#N)C1c1ccccc1F (stereo not drawn)
 : -14% | -1% | -2%
- CCCOc1ccc(N2C(=O)CC(N(Cc3ccco3)C(=O)CC)C2=O)cc1 (stereo not drawn)
 : -5% | -1% | -19%
- C=CCN(CC=C)CCOc1ccccc1[N+](=O)[O-]
 : -3% | -2% | -7%
- CCCC1OC2CC3C4CCC5=CC(=O)C=CC5(C)C4C(O)CC3(C)C2(C(=O)O)O1 (stereo not drawn)
 : -6% | 23% | -6%
- CC1=CC23C(=O)C(C=C(CO)[C@@H](O)[C@]2(O)[C@H]1O)[C@H]1[C@@H](C[C@H]3C)C1(C)C (stereo partly drawn)
 : -5% | . | -21%
- c1ccc(-c2cccc(N3CC[C@@]4(CCCNC4)C3)c2)cc1
 : -20% | . | -1%
- CC(C)CC(/C(O)=C(\C#N)c1nc2ccccc2[nH]1)N1C(=O)c2ccccc2C1=O (stereo not drawn)
 : 24% | -15% | -14%
- CC(C)N(Cc1ccccc1)S(=O)(=O)c1ccc(-c2cc(C(F)(F)F)on2)s1
 : . | -19% | -23%
- O=C(Cc1ccc([N+](=O)[O-])cc1)Nc1cccc(C(=O)N2CCCCC2)c1
 : . | -7% | 0%
- O=C(c1cccs1)N1CCN(Cc2ccc3c(c2)OCO3)CC1
 : 12% | 2% | 0%
- Cc1ccc(S(=O)(=O)N2CCC(C(=O)OC(C)C(=O)NCc3ccc4c(c3)OCO4)CC2)cc1 (stereo not drawn)
 : 3%[2.35 µM] | 7% | -1%
- O=C(OCC(CO)OC(CO)n1ccc(=O)[nH]c1=O)c1ccccc1 (stereo not drawn)
 : 0% | 28% | -11%
- O=C(Cn1c2ccc(F)cc2c2nc3n(c(=O)c21)CCS3)Nc1ccc(Cl)cc1F
 : 9% | 2% | -4%
- O=C(NC1CCCCCC1)C1CC(=O)N(Cc2ccccc2)C1 (stereo not drawn)
 : 0% | -3% | -7%

Reprinted from the part before: two entries, then new ones.
Each structure is followed by: N370S GC mod | FEN1 inh | KAT2A inh
- O=C(Cn1c2ccc(F)cc2c2nc3n(c(=O)c21)CCS3)Nc1ccc(Cl)cc1F
 : 9% | 2% | -4%
- O=C(NC1CCCCCC1)C1CC(=O)N(Cc2ccccc2)C1 (stereo not drawn)
 : 0% | -3% | -7%
- Cc1occc1C(=O)NCc1ccccn1
 : 2% | -2% | -4%
- C/C(=N\OCC(=O)Nc1ccc2c(c1)OCCO2)c1ccc2c(c1)OCCO2
 : 6% | -7% | -18%
- Oc1ccc(Cl)cc1CNCC1CCCO1 (stereo not drawn)
 : -6% | -4% | -6%
- CC(C)(C)C(=O)NCCn1ccc2ccccc21
 : -4% | -17% | -2%
- Cc1cccc(OCCOC(=O)CN2C(=O)NC3(CCCC3)C2=O)c1
 : -5% | 0% | 2%
- Cc1ccc2nc(NC(=S)NC(=O)c3ccco3)sc2c1
 : 6% | -2% | -8%
- CCCCNC(=O)Oc1c(Br)cc2sc(=O)oc2c1Br
 : -24% | . | -42%
- Cc1ccccc1/C=C1\C(=O)Nc2ccc(F)cc21
 : -2% | 14% | -3%
- COc1ccc(OC)c(-c2csc(NC(=O)CSCC(=O)Nc3cc(C)on3)n2)c1
 : . | -6% | 1%
- O=C(/C=C/c1ccco1)Nc1ccccn1
 : -11% | 5% | 42%[activator]
- Cc1ccc(Cn2nnc3c(=O)[nH]c(C4CCN(S(=O)(=O)Cc5ccccc5)CC4)nc32)cc1
 : -25% | -1% | -8%
- CN1C(=O)C(CC(=O)N2CCN(C(c3ccccc3)c3ccccc3)CC2)N(C)C1=O (stereo not drawn)
 : 0% | -4% | -3%
- c1ccc(-c2nnc(-c3ccccn3)c(-c3ccccn3)n2)nc1
 : 2% | 11% | -7%
- COc1ccccc1C(=O)Nc1nnc(SCC(=O)NC2CCCC2)s1
 : -8% | 13% | -10%
- CCC(C(=O)NCCCN1CCCCCC1)n1nc(C)c2sc3ccccc3c2c1=O (stereo not drawn)
 : 0% | -1% | 0%
- NC(=O)c1nsc(C(=O)N(c2cccc(F)c2)C(C(=O)NCc2ccccc2)c2ccc(O)cc2)c1N (stereo not drawn)
 : -21% | 11% | -8%
- COCCCNC(=S)NNC(=S)Nc1ccc(OC)cc1
 : 1% | 13% | -17%
- CS(=O)(=O)N1CCN(c2ccc(NC(=O)c3cc4ccccc4o3)cc2)CC1
 : 6% | 1% | -5%
- Cc1cc(C)n(C(=O)CNC(=O)c2ccccc2Br)n1
 : -10% | -9% | -2%
- O=C(NCCCN1CCOCC1)c1cccc(S(=O)(=O)N2CCOCC2)c1
 : . | -6% | 2%
- c1ccc(OCCSc2nc3ccccc3o2)cc1
 : 2%[2.35 µM] | -16% | -3%
- Nc1nnc(Cc2ccccc2F)s1
 : 4% | -8% | -11%
- Cc1cccc(-c2noc(CN(C)S(=O)(=O)c3cc(Cl)ccc3Cl)n2)c1
 : -2% | 3% | -12%
- CC(=O)Nc1ccccc1NS(=O)(=O)c1ccc(Cl)cc1
 : 1% | -6% | 0%
- C/C=C1\C(OC2OC(CO)C(O)C(O)C2O)OC=C(C(=O)OC)C1CC(=O)OCC1C(C)C(OC(=O)CC2C(C(=O)OC)=COC(OC3OC(CO)C(O)C(O)C3O)/C2=C\C)CC1C(CO)CO (stereo not drawn)
 : -3% | -12% | 0%
- CCOC(=O)c1c(C)c(-c2ccccc2)n(CC(=O)N2CCN(C)CC2)c1C
 : -7% | -10% | -5%
- CCc1ccccc1NC(=O)c1noc2c1CC(C(C)(C)C)CC2 (stereo not drawn)
 : . | -19% | 0%
- CC(C)OC(=O)c1ccc(OC(=O)c2cccnc2)cc1
 : -1% | 11% | -3%
- Cc1ccc(-c2cc(C(F)(F)F)n3ncc(-c4ccc(Cl)cc4)c3n2)cc1
 : . | 7% | -1%
- CC(=O)OCCNc1cc(Sc2nc3ccccc3[nH]2)c2nonc2c1[N+](=O)[O-]
 : 25% | ? | 6%
- Cc1ccc(C(=O)NC(=S)NCc2ccccc2)cc1
 : 16% | -15% | -11%
- CN(C)S(=O)(=O)N1CCN(Cc2ccccc2)CC1
 : 20% | 1% | -12%
- COc1cccc(NC(=O)CSc2nc3c([nH]c4ccccc43)c(=O)n2-c2cccc(Cl)c2)c1
 : . | -12% | -15%
- CC(=O)N1CC2(CC(=O)OC(C)C)CN(C(C)=O)CC(CC(=O)OC(C)C)(C1)C2=O
 : 2% | 8% | 2%
- O=C(Nc1ccc(Cl)c(S(=O)(=O)N2CCOCC2)c1)C1=NN(c2ccccc2)C(=O)CC1
 : . | 3% | -8%
- C=CC[C@@H](Cc1ccc(F)cc1)C(=O)OC[C@@H]1CCCN1C(=O)[C@H](CC=C)CC(=O)N[C@H](CO)Cc1ccccc1
 : . | -5% | -7%
- O=C1NCCN1CCN1C(=O)c2ccccc2NC1c1ccccc1 (stereo not drawn)
 : 13% | -3% | -4%
- CC(=O)N1CCc2c(sc3c2c(=O)n(-c2ccccc2)c(=O)n3CC(=O)NCC2CCCO2)C1 (stereo not drawn)
 : -1% | 21% | ?
- CCn1c(C)nc2cc(C(=O)NNC(=O)CCC3CCCCC3)ccc21
 : 10% | 9% | -1%
- COc1ccc(-c2cc(C)no2)cc1S(=O)(=O)Nc1cccc(C)c1
 : 26% | -8% | -10%
- O=c1cc(C(F)F)oc2c1ccc1ccccc12
 : 3%[2.35 µM] | -9% | -11%
- NCCCCCc1cn([C@@H](CO)C(=O)NCCCCCCCCCCC(=O)N2CCNCC2)nn1
 : -19% | -10% | -3%
- Cc1nn(C)cc1C(C)Nc1nc2nonc2nc1N1CCCCC1 (stereo not drawn)
 : -4% | -21% | -8%
- c1ccc(Cn2c(Nn3cnnc3)nc3ccccc32)cc1
 : 7% | 6% | -5%
- Cc1cccc(C)c1OCC(=O)Nc1nc(-c2ccc(Br)cc2)ns1
 : . | 13% | -11%
- Cc1oc2ncn(CC(C)C)c(=O)c2c1C(=O)NCCCN1CCC(C)CC1
 : . | 14% | 6%
- O=C(Nc1cc(Cl)cc(Cl)c1)C(NCC1CCCO1)c1ccccc1 (stereo not drawn)
 : -2% | -22% | -13%
- O=C(CSc1nnc(CCc2nc3ccccc3[nH]2)n1-c1ccccc1)NCc1ccco1
 : 11% | -10% | -4%
- CCN(CC)CCNC(=O)C(=O)NCC(c1cccnc1)N1CCN(c2ccccc2)CC1 (stereo not drawn)
 : . | 17% | ?
- COC(=O)c1ccc(OCCCCN(C)Cc2ccccc2)cc1
 : 1% | -3% | -2%
- COc1ccccc1NC(=S)NCc1ccc(Cl)cc1
 : 1% | 0% | -4%
- CCc1ccc2oc(-c3cccc(NC(=O)c4ccc(N5CCC(C)CC5)c([N+](=O)[O-])c4)c3)nc2c1
 : . | -3% | -10%
- O=C(CSc1cn[nH]n1)Nc1ccccc1C(=O)O
 : -3% | 1% | -8%
- CCCN(CCC)CCNC(=O)Cn1cnc2sc(C)c(S(=O)(=O)N3CCN(c4ccccc4OC)CC3)c2c1=O
 : . | -9% | 3%
- O=C(COC(=O)c1ccc(-c2cnc3ccccc3n2)cc1)c1ccccc1
 : 8% | 0% | 91%[activator]
- Brc1ccc2[nH]ncc2c1
 : 3% | -3% | -4%
- Cc1cc(NC(=O)CSc2nnc3c(C)cc4cc(C)c(C)cc4n23)no1
 : 0% | -1% | 2%
- CCCn1c(=N)c(C(=O)NCc2cccnc2)cc2c(=O)n3ccccc3nc21
 : . | -5% | -10%
- COc1ccc(CCNC(=O)c2cc(-c3ccccc3)c(N3CCOCC3)s2)c(OC)c1OC
 : ? | 8% | -15%
- COc1ccc(-n2c(SCC(=O)NCc3ccccc3)nc3n[nH]c(C)c3c2=N)cc1
 : . | -10% | 1%

Reprinted from above for reference:
Each structure is followed by: N370S GC mod | FEN1 inh | KAT2A inh
- Cc1ccc(C(=O)NC(=S)NCc2ccccc2)cc1
 : 16% | -15% | -11%
- CN(C)S(=O)(=O)N1CCN(Cc2ccccc2)CC1
 : 20% | 1% | -12%

Following part.
Each structure is followed by: N370S GC mod | FEN1 inh | KAT2A inh
- Nc1ncnc(N)c1N=Nc1ccccc1
 : -9% | -13% | 2%
- Cc1ccccc1NC(=O)C1CCC(C)(C(=O)O)C1(C)C (stereo not drawn)
 : 1% | 2% | 0%
- CC(=C/c1ccccc1)/C=N/NC(=O)c1cnccn1
 : 14% | -4% | -6%[0.501 µM]
- CCCCC(=O)NCc1nc2cccnc2n1Cc1ccc(OC)cc1
 : . | 1% | -3%
- COc1ccc(NC(=O)CN(C)C(=O)c2ccc3c(c2)NC(=O)CS3)cc1
 : . | -17% | -5%
- Cn1c(=O)c2c(nc(CN3CCC(C(N)=O)CC3)n2CCc2ccccc2)n(C)c1=O
 : -8% | 11% | -13%
- FC(F)(F)c1cc(NCc2cccs2)n2ncnc2n1
 : 10% | -16% | 1%
- CCOc1ccc(CCN2CN(CC)CNC2=S)cc1OCC
 : -9% | -1% | -6%

Some of the entries so far, with tabs:
SMILES	N370S GC mod	FEN1 inh	KAT2A inh
Cn1c(=O)c2c(nc(CN3CCC(C(N)=O)CC3)n2CCc2ccccc2)n(C)c1=O	-8%	11%	-13%
CCCCC(=O)NCc1nc2cccnc2n1Cc1ccc(OC)cc1	.	1%	-3%

Source: PubChem
